Screening results deposited in PubChem BioAssay by SRMLSC.
MRP resist rev: reverses drug resistance mediated by MRP; H69AR cells + 2 uM doxorubicin, CellTiter-Glo, 72 h; differential viability (reversal), % at 10 µM; actives 0.04% (n = 85,000);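 active means viability drop by adding the cancer drug above about 55%, with treated viability meeting a 40% cutoff, limit read from the data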;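 further: viability without doxorubicin minus viability with 2 µM doxorubicin for each compound; larger differential means the compound sensitizes cells more to doxorubicin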
MRP resist rev cytotoxicity: further read-out of MRP resist rev, marked with its call; viability, %; H69AR cells, CellTiter-Glo, 72 h; measured here: cytotoxicity without doxorubicin
MRP resist rev with doxorubicin: recorded beside MRP resist rev, whose call it bears; viability, %; measured here: viability with 2 uM doxorubicin; hits give low values
* marks the source's active call; other numbers are inactive results.

mol | MRP resist rev | MRP resist rev cytotoxicity | MRP resist rev with doxorubicin
COc1ccc(N2CCC(CNC(=O)Nc3ccc(C)c(C)c3)C2)cc1 (configuration not stated) | 10 | 90 | 80
CC1CCCCN1C(=O)CSCC(=O)Nc1nc(-c2cccs2)cs1 (configuration not stated) | 0 | 93 | 93
C=CCn1c(SCC(=O)C(C)(C)C)nnc1-c1ccccn1 | 5 | 87 | 82
Cc1ccc(-c2csc(N(CC3CCCO3)C(=O)c3ccco3)n2)cc1 (configuration not stated) | -28 | 53 | 80
C[C@](N)(Cc1ccc(O)c(O)c1)C(=O)O | -7 | 94 | 100
O=C(CN1CCOc2ccccc21)NCc1ccc(Cl)cc1 | 9 | 96 | 87
Brc1ccc(-c2nnc3sc(CN4CCc5ccccc5C4)cn23)cc1 | 22 | 89 | 67
NS(=O)(=O)c1cc2c(cc1Cl)NCNS2(=O)=O | 12 | 93 | 82
Cc1ccccc1NC(=O)CCN1CCN(Cc2ccccc2)CC1 | 3 | 93 | 89
CCOc1ccc(NC(=O)c2oc3ccccc3c2NC(=O)C2CC2)cc1 | -12 | 85 | 97
Cc1ccccc1-c1nc(-c2ccc(NC(=O)c3ccc(Br)o3)cc2)no1 | 20 | 83 | 63
CCc1ccc(C2CC(c3ccc(C)cc3)n3nc(N)nc3N2)cc1 (configuration not stated) | 16 | 99 | 83
CC(=O)O[C@]1(C(C)=O)CC[C@H]2[C@@H]3C[C@H](C)C4=CC(=O)CC[C@]4(C)[C@H]3CC[C@@]21C | 0 | 5 | 5
COc1ccc(-n2nnc3c(SCC(=O)N4CCCc5ccccc54)ncnc32)cc1 | -18 | 62 | 80
C[C@@H]1C[C@H]2[C@@H]3C[C@H](F)C4=CC(=O)C=C[C@]4(C)[C@@]3(F)[C@@H](O)C[C@]2(C)[C@@]1(O)C(=O)CO | -5 | 91 | 96
Cc1cccc(-n2ncc3c(N4CCOCC4)ncnc32)c1 | 3 | 76 | 73
Cc1ccc(NS(=O)(=O)c2cccc(C(=O)Nc3cc(C)on3)c2)cc1 | -23 | 80 | 103
O=c1[nH]nnc2c1sc1nc(N3CCOCC3)c3c(c12)CCCC3 | 15 | 54 | 40
CN1CCc2c(sc3c2C(=O)NC(c2ccc(-c4cccc(Cl)c4)o2)N3)C1 (configuration not stated) | -8 | 3 | 12
CCCCNC(=O)CSc1nc2ccc(N3CCOCC3)cc2c(=O)n1CCc1ccccc1 | 7 | 9 | 2
CCc1nc(N)nc(N)c1-c1ccc(Cl)cc1 | -20 | 67 | 86
CCc1ccc(C2CC(c3ccccc3)Nc3nc(N)nn32)cc1 (configuration not stated) | 9 | 110 | 102
Cc1ccc(CC2SC(=O)NC2=O)cc1Cl (configuration not stated) | 2 | 95 | 93
Cc1c2cnn(CC(=O)N3CCN(c4ncccn4)CC3)c(=O)c2c(C)n1Cc1ccc(F)cc1 | 1 | 91 | 90
COc1c(N2CCNC(C)C2)c(F)cc2c(=O)c(C(=O)O)cn(C3CC3)c12 (configuration not stated) | 3 | 93 | 90
Cn1cc(C(=O)NC2CCCCCC2)c(=O)c2cc(S(=O)(=O)N3CCCC3)ccc21 | -30 | 54 | 83
CCOC(=O)N1CCC(Nc2ncnc3c2cnn3-c2ccccc2)CC1 | 1 | 28 | 27
COC(=O)c1ccc(=O)n(Cc2ccco2)c1 | 1 | 91 | 90
CCCCNC(=O)NS(=O)(=O)c1ccc(C)cc1 | -7 | 92 | 99
COc1ccc(OC)c(NC(=O)CSc2nnc(Cn3c(=O)sc4ccccc43)n2C)c1 | -9 | 63 | 71
CN(c1ccc(O)cc1)c1nc(-c2ccccc2)cs1 | -15 | 80 | 95
Cc1nc(C)n(C(C)CC(=O)O)n1 (configuration not stated) | -10 | 90 | 100
Cn1c(C(=O)O)c(CC(=O)N2CCC(Cc3ccccc3)CC2)c2ccccc21 | 4 | 97 | 92
CCOc1ccc(OCC)c(NC(=O)CN2CCN(c3cccc(C)c3)CC2)c1 | 16 | 71 | 55
Oc1c(C(c2cccc(F)c2)N2CCN(Cc3ccccc3)CC2)sc2ncnn12 (configuration not stated) | -4 | 87 | 91
CC(C)OC(=O)C(C#N)c1nc2ccccc2nc1N1CCCC1 (configuration not stated) | -10 | 81 | 90
CCOC(=O)c1c(NC(=O)c2noc3c2CCCC3)sc2c1CCCC2 | -6 | 95 | 101
CC(C)N1CCc2c(sc(NC(=O)c3ccc(S(=O)(=O)N4CCOCC4)cc3)c2C(N)=O)C1 | 16 | 94 | 78
CCC(Sc1nccn1C)C(=O)Nc1cccc2ccccc12 (configuration not stated) | -7 | 92 | 98
Cc1cc(C)n(CC2CC(=O)N(c3ccc(C)c(Cl)c3)C2=O)n1 (configuration not stated) | 3 | 94 | 91
CCOCCCNC(=O)CN1C(=O)CSc2ccccc21 | -13 | 99 | 112
CC(C(=O)N1CCCCC1)n1sc2ccccc2c1=O (configuration not stated) | 4 | 88 | 85
CCCC(=O)N1CC(=O)Nc2ccc(C)cc2C1c1ccc(F)cc1 (configuration not stated) | 20 | 101 | 81
CCN(CC)CCNC(=O)c1cc(S(C)(=O)=O)ccc1OC | 2 | 98 | 96
Cc1cccc(N2CC(c3nc4ccccc4n3C)CC2=O)c1C (configuration not stated) | 14 | 88 | 74
COCCn1c(CN2CCN(c3ccc(F)cc3)CC2)nc2c1c(=O)n(C)c(=O)n2C | -5 | 75 | 80
CN(C)CCN(Cc1ccccc1)c1ccccn1 | 5 | 91 | 86
COCCN1C(=O)c2oc3ccccc3c(=O)c2C1c1ccc(OC)c(OC)c1 (configuration not stated) | 14 | 102 | 88
Cn1cc(C(=O)N2CCc3ccccc3C2)c(=O)c2cc(S(=O)(=O)N3CCCCC3)ccc21 | -8 | 89 | 97
Cc1cc(N2C(=O)C(=O)/C(=C(/O)c3ccccc3)C2c2cccc(Br)c2)no1 (configuration not stated) | -3 | 101 | 104
CCCCCCCCCC(=O)OCC(O)CO (configuration not stated) | 2 | 104 | 102
Cc1ccccc1CSc1nnc(Cn2c(=O)sc3ccccc32)n1C | -2 | 86 | 88
COC(=O)Nc1nc2ccc(C(=O)c3ccccc3)cc2[nH]1 | -20 | 33 | 53
O=C(C1CCCN(S(=O)(=O)c2ccccc2)C1)N1CCCCCC1 (configuration not stated) | 6 | 100 | 95
c1ccc(-c2ccc(C(c3ccccc3)n3ccnc3)cc2)cc1 (configuration not stated) | 0 | 59 | 58
N[C@@H](C(=O)N[C@@H]1C(=O)N2C(C(=O)O)=C(Cl)CS[C@H]12)c1ccccc1 | -3 | 90 | 93
Cc1nnc(Sc2nc(Sc3nnc(C)s3)nc(N3CCN(C)CC3)n2)s1 | 0 | 1 | 1
CCC(C)N(C)Cc1cccc(C2(O)CCN(S(=O)(=O)c3ccc(F)c(C)c3)CC2)c1 (configuration not stated) | 3 | 77 | 74
Cn1nc(CC(=O)NC2CCCCC2)c2ccccc2c1=O | 20 | 100 | 80
Cn1c(C(=O)NCCCN2CCCC2=O)cc2c(=O)n3ccccc3nc21 | -8 | 95 | 103

Continuation.
mol | MRP resist rev | MRP resist rev cytotoxicity | MRP resist rev with doxorubicin
COc1ccccc1-n1c(N)c(C(=O)NCC2CCCO2)c2nc3ccccc3nc21 (configuration not stated) | -6 | 53 | 60
CCSc1oc(-c2cccs2)nc1S(=O)(=O)c1ccccc1 | 18 | 86 | 68
O=C(CCCn1c(=O)[nH]c2cc(Cl)ccc2c1=O)NCC1CCCO1 (configuration not stated) | 0 | 88 | 88
COc1ccc(NC(=O)CCNS(=O)(=O)c2ccc3c(c2)c(=O)n(C)c(=O)n3C)c(OC)c1 | -4 | 83 | 87
COc1ccc(C2C3=C(CCCC3=O)Nc3nc4ccccc4n32)c(OC)c1OC (configuration not stated) | -1 | 95 | 97
CC(C)(O)C#Cc1ccc(C(=O)NCc2ccccc2)s1 | 7 | 89 | 82
O=C(c1ccco1)N1CCN(C(=O)c2ccc(COc3ccc(Cl)cc3Cl)o2)CC1 | 0 | 54 | 55
CC(Oc1ccc(Cl)cc1Cl)c1nc(-c2ccc(NC(=O)c3ccncc3)cc2)no1 (configuration not stated) | -24 | 25 | 49
O=C1CC(c2ccccc2)C(C(=O)Nc2ccccc2F)N1 (configuration not stated) | -9 | 95 | 104
COCCN1C(=O)C(=O)/C(=C(/O)c2ccc(OCC(C)C)cc2)C1c1cccnc1 (configuration not stated) | 14 | 93 | 79
COc1ccc(C2CC(=O)c3c([nH]c(C(=O)OC(C)C)c3C)C2)cc1OC (configuration not stated) | 3 | 92 | 89
Cc1ccc(S(=O)(=O)N2c3ccc(S(N)(=O)=O)cc3CC2C)cc1 (configuration not stated) | -14 | 91 | 105
COC(=O)c1ccc2c(c1)NC(=O)C1CCCN21 (configuration not stated) | -3 | 73 | 77
CC1(C)C(=O)OC(c2cc(Br)ccc2O)C(C)(C)C1=O (configuration not stated) | 6 | 99 | 93
COC(=O)Cn1c(=O)c2c(nc3n2CC(C)CN3c2ccc(C)c(C)c2)n(C)c1=O (configuration not stated) | 1 | 85 | 84
CC(COc1ccccc1)N(CCCl)Cc1ccccc1 (configuration not stated) | 0 | 2 | 2
c1ccc2oc(-c3nn4c(Cn5cnc6ccccc65)nnc4s3)cc2c1 | -4 | 96 | 99
CCOc1ccccc1NC(=O)Cn1cnc2c(nnn2-c2cccc(OC)c2)c1=O | -11 | 64 | 75
CCOC(=O)C1CCCN(C(=O)C2CCN(Cc3nc(-c4ccc(Cl)cc4)oc3C)CC2)C1 (configuration not stated) | -3 | 74 | 78
CCc1nc2sc3ccccc3c(=O)c2c(=O)n1Cc1ccco1 | -7 | 71 | 78
CCn1c(=O)c2cc(C(=O)N3CCN(C(=O)c4ccco4)CC3)sc2c2ccccc21 | 0 | 96 | 96
C=C(C)Cn1c(CNC(C)=O)nc2ccccc21 | 1 | 94 | 94
O=[N+]([O-])c1cccc2cn[nH]c12 | -5 | 92 | 96
Cc1c(Cl)cccc1NC(=O)CSc1nc2c(c(=O)[nH]1)CCCC2 | 10 | 89 | 79

Some of these compounds in order of heavy-atom count, ascending.
mol | MRP resist rev | MRP resist rev cytotoxicity | MRP resist rev with doxorubicin
O=[N+]([O-])c1cccc2cn[nH]c12 | -5 | 92 | 96
CCCCCCCCCC(=O)OCC(O)CO (configuration not stated) | 2 | 104 | 102
CCCCNC(=O)NS(=O)(=O)c1ccc(C)cc1 | -7 | 92 | 99
CN(C)CCN(Cc1ccccc1)c1ccccn1 | 5 | 91 | 86
CC(C(=O)N1CCCCC1)n1sc2ccccc2c1=O (configuration not stated) | 4 | 88 | 85
CCOCCCNC(=O)CN1C(=O)CSc2ccccc21 | -13 | 99 | 112
CCC(Sc1nccn1C)C(=O)Nc1cccc2ccccc12 (configuration not stated) | -7 | 92 | 98
CC(C)OC(=O)C(C#N)c1nc2ccccc2nc1N1CCCC1 (configuration not stated) | -10 | 81 | 90
Cc1ccccc1NC(=O)CCN1CCN(Cc2ccccc2)CC1 | 3 | 93 | 89
Brc1ccc(-c2nnc3sc(CN4CCc5ccccc5C4)cn23)cc1 | 22 | 89 | 67
CN1CCc2c(sc3c2C(=O)NC(c2ccc(-c4cccc(Cl)c4)o2)N3)C1 (configuration not stated) | -8 | 3 | 12
CCOc1ccc(OCC)c(NC(=O)CN2CCN(c3cccc(C)c3)CC2)c1 | 16 | 71 | 55
COC(=O)Cn1c(=O)c2c(nc3n2CC(C)CN3c2ccc(C)c(C)c2)n(C)c1=O (configuration not stated) | 1 | 85 | 84
CC(Oc1ccc(Cl)cc1Cl)c1nc(-c2ccc(NC(=O)c3ccncc3)cc2)no1 (configuration not stated) | -24 | 25 | 49
COc1ccc(OC)c(NC(=O)CSc2nnc(Cn3c(=O)sc4ccccc43)n2C)c1 | -9 | 63 | 71
Cn1cc(C(=O)N2CCc3ccccc3C2)c(=O)c2cc(S(=O)(=O)N3CCCCC3)ccc21 | -8 | 89 | 97
CCCCNC(=O)CSc1nc2ccc(N3CCOCC3)cc2c(=O)n1CCc1ccccc1 | 7 | 9 | 2

Additional compounds
mol | MRP resist rev | MRP resist rev cytotoxicity | MRP resist rev with doxorubicin
CCSc1nnc(Cn2c(=O)sc3ccccc32)n1C | 10 | 87 | 77
CNS(=O)(=O)c1cccc2nsnc12 | -12 | 93 | 105
C[C@]12CC[C@@H]3c4ccc(O)cc4C(=O)C[C@H]3[C@@H]1CC[C@@H]2O | -14 | 65 | 79
Cn1c(=O)oc2cc(S(=O)(=O)N3CCC(N4CCCCC4)CC3)ccc21 | 6 | 83 | 77
COc1ccc(-c2nc(CN3CCC(C(=O)NC(C)C)CC3)c(C)o2)cc1OC | 9 | 82 | 73
Cc1oc(-c2ccc(Cl)cc2)nc1CN1CCC(C(=O)N2CCN(c3ccccn3)CC2)CC1 | -11 | 66 | 77
O=C(Cn1cc2c(n1)CCCCC2)NCc1cccs1 | 13 | 100 | 87
CC1CC(C)CN(CCCNC(=O)CNC(=O)Cn2ccc3ccccc3c2=O)C1 (configuration not stated) | -2 | 106 | 108
COc1ccc(C2C3=C(CC(C)(C)CC3=O)Oc3ncn4nc(-c5cccnc5)nc4c32)cc1OC (configuration not stated) | -34 | 42 | 76
Cn1cnc2c1c(=O)[nH]c(=O)n2C | -1 | 97 | 98
CCCCOc1ccc(C(=O)CCN2CCCCC2)cc1 | 2 | 65 | 62
O=C(C1=C(O)C(=O)N(CCN2CCOCC2)C1c1cccs1)c1cc2ccccc2o1 (configuration not stated) | 3 | 90 | 88
Cn1c(C(=O)N2CCN(c3ccc(Cl)cc3)CC2)cc2c(=O)n(C)c3ccccc3c21 | -8 | 75 | 82
Cc1csc2ncc(C(=O)NCc3ccccn3)c(=O)n12 | 12 | 104 | 93
Cc1ccc(Cn2c(=O)c3c(nc4n3CCN4Cc3ccco3)n(C)c2=O)cc1 | 11 | 106 | 95
CC(C)C[C@H]1C(=O)N2CCC[C@H]2[C@]2(O)O[C@](NC(=O)[C@@H]3C=C4c5cccc6[nH]c(Br)c(c56)CC4N(C)C3)(C(C)C)C(=O)N12 (some centres not stated) | 11 | 67 | 57
Cc1cc(SCC(=O)c2ccccc2)n2nc(C)nc2n1 | -9 | 66 | 75

These rows are one share of the data, so the mix of outcomes need not match the whole.
